Screens (PubChem)
MgcRacGAP inhibition: MgcRacGAP GTPase-activating activity inhibitors, confirmation, biochemical, ADP Hunter fluorescence | AID 624330 | 0.6% of 340,000 active | one-dose inhibition, % at 30 µM; IC50 in µM for titrated hits | MgcRacGAP-stimulated Rac1 GTP hydrolysis, ADP Hunter fluorescence; higher % means a stronger effect; GST-tagged Rac1 F28L mutant substrate;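 active = first-screen hits whose inhibition reached a set limit at any dose in the follow-up dose series; inconclusive = inhibition above the set first-screen limit but never retested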;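 note: fluorescence reports GDP produced by GAP-driven GTP hydrolysis; strong numbers were not always called active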
Siah-1 displacement: blockers of Siah-1 interaction with plectin peptide – biochemical, fluorescence polarization, rhodamine-plectin, uHTS, primary screen (AID 1817). 0.02% of 290,000 active. Siah-1 / rhodamine-plectin peptide fluorescence polarization; higher % means a stronger effect. displacement, % at 20 µM, or IC50 in µM where a hit was titrated;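 active = displacement of at least 50% at 20 µM, with a fluorescence ratio check between 0.3 and a set limit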;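 note: plate controls were Siah plus tracer with DMSO for no effect and tracer alone without Siah for full effect; strong numbers were not always called active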
AID2073: disruptors of CaV2.2 binding to Mint1 – biochemical, HTRF (AID 2073). HTRF protein-protein interaction, Mint1-CaV2.2; higher % means a stronger effect. inhibition, % at 20 µM, or IC50 in µM where a hit was titrated. 0.19% of 290,000 active; in the data active = inhibition mostly above about 51%, no sharp cut-off; inconclusive = no clear call, values can overlap the other calls; inactive = mostly below about 53%; note: some results filed as inactive read as strong as hits
SV40 large T antigen: SV40 large T antigen inhibitors, biochemical (AID 1903). inhibition, % at 20 µM; hits with a dose series show IC50 in µM. SV40 large T antigen ATPase/helicase inhibition assay; higher % means a stronger effect. 0.39% of 310,000 active; in the data active = a potency from the dose series; inconclusive = inhibition mostly from about 32% at the one dose, without a potency; inactive = the rest, 99 in 100 with inhibition below about 32%; note: strong numbers were not always called active
RSV CPE inhibition: RSV antiviral activity via CPE protection, HEp-2 cells, primary 10 µM value included (AID 2391) | HEp-2 cells, RSV-induced CPE inhibition; higher % means a stronger effect | CPE inhibition, % at 10 µM; hits with a dose series show IC50 in µM | 0.13% of 310,000 active; in the data active = a potency from the dose series; inconclusive = CPE inhibition mostly from about 23% at the one dose, without a potency; inactive = the rest, 99 in 100 with CPE inhibition below about 21%; note: strong numbers were not always called active
West Nile antiviral: West Nile virus antiviral activity, cell-based, CPE readout (AID 1621); one-dose CPE inhibition, % at 10 µM; IC50 in µM for titrated hits; 0.02% of 290,000 active; West Nile virus-infected cells, CPE inhibition; higher % means a stronger effect; in the data active = a potency from the dose series; inconclusive = CPE inhibition mostly from about 3.7% at the one dose, without a potency; inactive = the rest, 99 in 100 with CPE inhibition below about 2.2%; note: strong numbers were not always called active
NS5 inhibitors: flavivirus cap methylation enzyme inhibition – biochemical, confirmation dose response, primary screen (AID 588689). inhibition, % at 25 µM, or IC50 in µM where a hit was titrated. 0.3% of 340,000 active. Dengue-2 NS5 methyltransferase capping enzyme assay, biochemical; higher % means a stronger effect; in the data active = a potency from the dose series; inconclusive = inhibition above about 29% without an active follow-up result
UTI89 phage lysis: protection from phage-mediated lysis, alamar blue read-out – E. coli UTI89, K1F phage, bacterial capsule biogenesis inhibitors (AID 488966); E. coli UTI89 K1F phage lysis, alamar blue, 2 h; higher % means a stronger effect; inhibition, % at 100 µM; hits with a dose series show IC50 in µM; 0.02% of 340,000 active;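 active = phage lysis inhibition, versus mean bacterial control, above a set limit; inconclusive = no clear call, values can overlap the other calls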;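 note: capsule biogenesis inhibitors block K1F phage lysis so surviving cells raise fluorescence; higher fluorescence means more inhibition of phage lysis; actives were called in the ten point dose series up to 300 µM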
NTR1 ag: NTR1-driven beta-arrestin-GFP spot formation – imaging, U2OS cells, high content, primary screen (AID 493036) | P30989 | agonist mode | activation, % at 20 µM | 0.17% of 330,000 active;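 active = activation at or above 40% of the spot to cytoplasm intensity ratio, with at least 20 cells analyzed; inconclusive = wells under 20 cells, flagged as cytotoxic or low count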;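 note: 0% = DMSO without peptide and 100% = 100 nM NTR1 peptide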
Target sequence (P30989 whole entry, looked up): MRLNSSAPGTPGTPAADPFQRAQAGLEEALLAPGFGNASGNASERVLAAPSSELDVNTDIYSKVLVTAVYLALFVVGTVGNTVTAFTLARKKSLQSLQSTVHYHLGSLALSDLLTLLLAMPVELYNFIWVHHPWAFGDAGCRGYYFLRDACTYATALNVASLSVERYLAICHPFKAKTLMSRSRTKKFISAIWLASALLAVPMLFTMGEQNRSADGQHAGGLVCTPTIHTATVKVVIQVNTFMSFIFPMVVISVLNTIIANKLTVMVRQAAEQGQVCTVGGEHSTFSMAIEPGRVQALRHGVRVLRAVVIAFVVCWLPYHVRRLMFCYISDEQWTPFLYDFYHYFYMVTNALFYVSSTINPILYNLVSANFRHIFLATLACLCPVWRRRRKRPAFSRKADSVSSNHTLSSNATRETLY
NTR1 ag cell count 20 µM: also measured in NTR1 ag; calls as there; cell count; measured here: cell count, cytotoxicity flag
NS5 inhibitors pilot replicate: also measured in NS5 inhibitors; calls as there; inhibition, %; measured here: pilot screen replicate inhibition
* marks the source's active call; other numbers are inactive results; ? = inconclusive; · = no result given; [ ] = another dose, or the depositor's remark.

SMILES	MgcRacGAP inhibition	Siah-1 displacement	AID2073	SV40 large T antigen	RSV CPE inhibition	West Nile antiviral	NS5 inhibitors	UTI89 phage lysis	NTR1 ag	NTR1 ag cell count 20 µM	others
CCOC(=O)c1ccccc1NC(=O)c1ccccc1SC	14%	4%	-3%	6%	-0.3%	-0.9%	4%	0.0%	2.6	40
COc1ccc(NC(=S)N(CCN(C)C)C(C)c2ccncc2)cc1Cl (stereo unspecified)	14%	0%	-13%	16%	2.9%	-0.3%	-8%	0.8%	0.6	72
COc1ccccc1CN1CCCC(N2CCN(c3ccccc3OC)CC2)C1 (stereo unspecified)	8%	3%	2%	10%	0.8%	-0.8%	3%	1.4%	0.4	57
O=C(/C=C/c1ccc(OCc2c(F)cccc2Cl)cc1)N1CCOCC1	9%	-5%	-4%	4%	10µM*	-0.5%	-8%	-0.1%	1.5	41
COc1ncnc(OC)c1NC(=O)c1ccc(F)cc1	6%	-8%	0%	0%	0.7%	0.8%	1%	0.8%	1.1	39
CSc1ccc(/C=N/NC(=O)c2cccs2)cc1	·	7%	2%	1%	-1.8%	0.1%	·	·	5.6	43
CNS(=O)(=O)c1ccc2c3c(cccc13)C(=O)N2	6%	-2%	?	1%	0.0%	-0.5%	1%	0.1%	2.8	52	NS5 inhibitors pilot replicate=-2.5
COC(=O)c1ccccc1N/C=C/C(=O)c1ccc(Br)cc1	10%	-1%	6%	9%	6.4%	-1.5%	1%	0.3%[50 µM]	12	59
Cc1ccc(-c2nc(NCCN(C)C)c3ccccc3n2)cc1	10%	-4%	-2%	7%	-1.0%	-0.7%	-7%	0.2%	1.8	49	NS5 inhibitors pilot replicate=-3.4
Cc1noc(C(F)(F)F)c1C(=O)NNC(=O)c1cccc(C(F)(F)F)c1	-2%	-1%	9%	9%	1.8%	-0.1%	-7%	-0.2%	0.0	39
O=C(NCc1ccc2c(c1)OCO2)c1ccc(NS(=O)(=O)c2ccc3c(c2)OCCO3)cc1	-14%	0%	10%	3%	1.1%	0.6%	-11%	0.9%	-0.3	73	NS5 inhibitors pilot replicate=-7.0
O=C(NC1CCN(S(=O)(=O)c2ccccc2)CC1)c1ccc(F)cc1	7%	-4%	9%	-1%	-0.5%	-1.0%	0%	0.7%	0.0	55
Cc1ccc(NC(=O)CSCC(=O)Nc2ccccc2C(=O)N2CCCCC2)cc1	2%	·	·	20%	-1.4%	·	-2%	1.1%[50 µM]	-0.7	55
CC(C)NC(=O)NC(=O)COC(=O)c1ccc(NC(=O)CC#N)cc1	5%	1%	10%	9%	-0.3%	0.3%	-10%	5.3%	0.4	67
O=C(CCSCc1ccccc1F)N1CCN(c2ccccn2)CC1	2%	1%	1%	-1%	0.6%	0.2%	-2%	3.8%	-0.8	47
CCC(C)NC(=O)C1CCN(C(=O)c2ccccc2)CC1 (stereo unspecified)	7%	1%	-3%	15%	0.7%	·	-2%	1.7%[50 µM]	1.8	60
Cc1ccc(S(=O)(=O)N2CCC(C(=O)NCc3cccnc3)CC2)cc1	-5%	0%	20%	2%	0.8%	0.0%	-3%	-0.2%	0.4	50
CCOC(=O)c1[nH]c2ccc(OC)cc2c1NC(=O)CCN1CCSCC1	8%	-1%	30%	6%	3.9%	-0.5%	-1%	0.8%[50 µM]	0.5	59
O=C(NCCN1C(=O)S/C(=C\c2ccccc2)C1=O)C1CCN(S(=O)(=O)c2cccs2)CC1	1%	-1%	13%	-5%	2.9%	-2.0%	-2%	0.1%	2.1	62
COc1cccc(N(C(=O)CCl)C(C(=O)NCCc2ccccc2)c2cccs2)c1 (stereo unspecified)	5%	-1%	3%	4%	-2.5%	-0.5%	-9%	-0.6%[50 µM]	·	·
COC(=O)c1ccc(N=c2sc(C(=O)OC)cc(=O)n2C)cc1	0%	1%	-1%	11%	·	-0.2%	2%	-0.6%	·	·
C=CCc1cccc(/C=N/NC(=O)C(=O)Nc2ccc(C)cc2)c1O	·	2%	59%	27%	-1.6%	0.5%	·	·	0.5	26
Cn1nccc1C(=O)Oc1cccc(/C=N/NC(=O)c2ccccc2O)c1	11%	6%	7%	10%	2.3%	0.3%	-6%	0.2%	0.2	61
O=S(=O)(NCCOc1cccc2cccnc12)c1ccc(F)cc1	7%	0%	-6%	14%	1.5%	-0.9%	-4%	3.6%	-0.4	66
Cc1ccc(NC(=O)NCC2CCN(Cc3cccc(Cl)c3)CC2)c(Cl)c1	-11%	-2%	-4%	5%	-1.3%	-1.4%	-2%	0.0%	1.5	53

Retrieved by structure from the list above:
SMILES	MgcRacGAP inhibition	Siah-1 displacement	AID2073	SV40 large T antigen	RSV CPE inhibition	West Nile antiviral	NS5 inhibitors	UTI89 phage lysis	NTR1 ag	NTR1 ag cell count 20 µM	others
Cc1ccc(NC(=O)NCC2CCN(Cc3cccc(Cl)c3)CC2)c(Cl)c1	-11%	-2%	-4%	5%	-1.3%	-1.4%	-2%	0.0%	1.5	53
O=C(/C=C/c1ccc(OCc2c(F)cccc2Cl)cc1)N1CCOCC1	9%	-5%	-4%	4%	10µM*	-0.5%	-8%	-0.1%	1.5	41

Carrying on.
SMILES	MgcRacGAP inhibition	Siah-1 displacement	AID2073	SV40 large T antigen	RSV CPE inhibition	West Nile antiviral	NS5 inhibitors	UTI89 phage lysis	NTR1 ag	NTR1 ag cell count 20 µM	others
COc1ccc(-c2cn3c(C)c(C(=O)Nc4ccncc4)sc3n2)cc1	4%	-6%	24%	18%	3.3%	-0.4%	-2%	0.0%	5.0	53
CCCc1c(C)nc2c(Br)cccc2c1Cl	2%	3%	9%	17%	2.4%	-0.3%	-10%	0.0%	1.3	91
CC(CCc1ccccc1)NC(=O)C(C)OC(=O)c1ccco1 (stereo unspecified)	4%	·	·	23%	-1.4%	·	1%	0.9%[50 µM]	-0.6	62
CN(CC(=O)NNC(=O)CNC(=O)c1cccs1)S(=O)(=O)c1ccc(Cl)cc1	-4%	·	·	15%	-1.0%	·	6%	0.9%[50 µM]	2.4	52
Cc1ccc2[nH]c(=O)c(CN(CC3CCCO3)S(=O)(=O)c3c(C)ccc4nsnc34)cc2c1 (stereo unspecified)	5%	-1%	0%	-1%	-0.3%	-0.3%	-3%	-0.1%	2.2	70
COc1ccc(NC(=O)c2cc(-c3cccc(OC)c3)on2)cc1	1%	0%	23%	18%	-0.2%	-0.3%	0%	0.0%	1.0	57
COc1ccc(NC(C)=O)cc1CP(=O)(c1ccccc1)c1ccccc1	2%	0%	1%	7%	0.2%	-0.2%	-5%	-0.4%[50 µM]	-0.1	86
O=C(NCC1COCCO1)c1ccc2nc(Cc3cccc(Cl)c3)oc2c1 (stereo unspecified)	5%	-2%	11%	3%	0.7%	-0.1%	-6%	0.0%	-0.6	62
CC1CC(C)(C)NC(=S)N1CCCC(=O)Nc1ccc(Cl)cc1 (stereo unspecified)	7%	0%	0%	27%	-1.1%	-0.6%	1%	0.0%	1.7	41
Clc1ccc(-c2csc(N3CCN(c4ccccc4)CC3)n2)cc1	4%	4%	-6%	12%	2.2%	1.2%	-1%	6.6%	1.3	43
O=C(CCC(=O)OCC(=O)c1ccc([N+](=O)[O-])cc1)NC1CCCCC1	-1%	-2%	-6%	31%	1.2%	0.8%	-2%	0.3%[50 µM]	-0.2	67
Cc1cccc(-n2cc(C(=O)O)c(=O)cc2C)c1	9%	-2%	12%	4%	2.3%	·	-4%	0.1%	-1.7	75
CC(NS(=O)(=O)c1ccc(OCC(=O)NCc2ccccn2)cc1)c1ccccc1 (stereo unspecified)	6%	6%	9%	6%	0.6%	-0.7%	-7%	0.1%	-0.7	44
Cn1c(CCC(=O)OCC(=O)NCC(F)(F)F)nc(=O)c2ccccc21	1%	-8%	0%	14%	0.5%	0.2%	0%	-0.2%	-0.3	38
O=C(NC1CCCC1)C1CC(=O)N(c2ccc(F)c(Cl)c2)C1 (stereo unspecified)	14%	4%	2%	8%	1.1%	-0.2%	1%	0.3%	0.3	64
O=C1C(Cc2ccccc2)Nc2ncnc(N3CCc4ccccc4C3)c2N1Cc1ccccc1 (stereo unspecified)	4%	·	·	·	·	·	-6%	-0.2%	5.8	50
Oc1ccc(/C=N/Nc2ccc(C(F)(F)F)cn2)cc1	29µM*	1%	-1%	36%	?	-0.7%	-1%	1.3%	-1.0	64
Cc1ccc(S(=O)(=O)N2CCC(C(=O)NNC(=O)C3CC3)CC2)cc1Cl	0%	6%	-10%	5%	0.3%	0.4%	6%	0.8%	-0.4	35
CN1CCN(c2nc(N3CCN(CCO)CC3)nc3ccccc23)CC1	8%	7%	-1%	-4%	-0.7%	0.4%	-4%	2.4%	-4.3	78
COCCNC(=S)NNC(=O)c1cc(-c2cccnc2)nc2ccccc12	6%	9%	-19%	8%	1.9%	0.0%	-1%	-0.2%	-0.1	61
COc1cccc(CN2CCNC(=O)C2CC(=O)NCc2cc(C(C)C)no2)c1 (stereo unspecified)	4%	2%	-4%	-6%	-1.6%	-0.2%	4%	0.3%	1.9	35
CN(c1ccccc1)S(=O)(=O)c1nnc(NC(=O)c2ccco2)s1	7%	0%	12%	7%	2.2%	-0.2%	-1%	-0.1%	0.6	63
CCOC(=O)N1CCN(C(=O)COC(=O)c2ccc(Cl)nc2)CC1	-2%	·	·	·	·	·	-6%	1.1%	0.6	40
O=C(CCCN1C(=O)/C(=C/c2cccs2)SC1=S)NNC(=O)c1ccccc1O	9%	24%	13%	2%	5.4%	-1.2%	4%	5.9%	3.4	66
CCC(C)c1ccccc1OCCCN(C)Cc1ccccc1 (stereo unspecified)	17%	3%	2%	9%	-0.1%	-1.3%	-16%	0.1%	5.8	54
CC1=C(C(=O)OCc2ccccc2)C(c2ccc(Br)cc2)NC(=O)N1CCCC(=O)O (stereo unspecified)	·	4%	-5%	6%	2.8%	-0.4%	·	·	-1.3	52
CCOC(=O)C1=C(C)N(C)C(C)=C(C(=O)OCC)C1c1ccc(Cl)cc1	-13%	0%	2%	8%	12%	-0.8%	4%	-0.1%	4.8	103
CC(=O)Nc1nn(C)c2nc3ccc(C)cc3cc12	7%	3%	22%	3%	-0.2%	-0.7%	-6%	0.2%	4.3	104

Ordered by number of heavy atoms (highest first): part of the list above
SMILES	MgcRacGAP inhibition	Siah-1 displacement	AID2073	SV40 large T antigen	RSV CPE inhibition	West Nile antiviral	NS5 inhibitors	UTI89 phage lysis	NTR1 ag	NTR1 ag cell count 20 µM	others
Cc1ccc(S(=O)(=O)N2CCC(C(=O)NNC(=O)C3CC3)CC2)cc1Cl	0%	6%	-10%	5%	0.3%	0.4%	6%	0.8%	-0.4	35
CCC(C)c1ccccc1OCCCN(C)Cc1ccccc1 (stereo unspecified)	17%	3%	2%	9%	-0.1%	-1.3%	-16%	0.1%	5.8	54
CC(=O)Nc1nn(C)c2nc3ccc(C)cc3cc12	7%	3%	22%	3%	-0.2%	-0.7%	-6%	0.2%	4.3	104
